TrxR1 substrate: qHTS Assay for Substrates of Mammalian Selenoprotein Thioredoxin Reductase 1 (TrxR1): qHTS. Potency, µM (series often up to 114 µM), without a hit: top-dose activity change, negative = substrate turnover. Thioredoxin reductase 1, cytoplasmic (Rattus norvegicus), O89049. purified TrxR1 substrate turnover, NADPH consumption readout. 390,000 compounds, 0.01% hits; further: potency means the concentration at half of the fitted maximal effect; on the % scale 0 is the no-effect control and ±100 the full control effect; nearly all actives have a fitted effect of over 50% in size
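Rat TrxR1, dispensed at 90 nM, was prereduced with 400 uM NADPH (final) for 5 min at ~22 deg C, then incubated with compound 15 min before 400 uM selenite. A first-read NADPH fluorescence drop versus no-compound background flagged substrates.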
TRHR ag: qHTS for Small Molecule Agonists and Allosteric Enhancers of Human TRH Receptor: Primary Screen for Agonists. Thyrotropin-releasing hormone receptor (Homo sapiens), P34981. TRHR cells, calcium flux fluo-8, FDSS agonist mode. activation, % at 2 µM. 360,000 compounds, 0.18% hits. AID 493084, 2011; in the data active means activation above about 30%; further: 0% is about no effect
Target sequence (P34981 whole entry, looked up): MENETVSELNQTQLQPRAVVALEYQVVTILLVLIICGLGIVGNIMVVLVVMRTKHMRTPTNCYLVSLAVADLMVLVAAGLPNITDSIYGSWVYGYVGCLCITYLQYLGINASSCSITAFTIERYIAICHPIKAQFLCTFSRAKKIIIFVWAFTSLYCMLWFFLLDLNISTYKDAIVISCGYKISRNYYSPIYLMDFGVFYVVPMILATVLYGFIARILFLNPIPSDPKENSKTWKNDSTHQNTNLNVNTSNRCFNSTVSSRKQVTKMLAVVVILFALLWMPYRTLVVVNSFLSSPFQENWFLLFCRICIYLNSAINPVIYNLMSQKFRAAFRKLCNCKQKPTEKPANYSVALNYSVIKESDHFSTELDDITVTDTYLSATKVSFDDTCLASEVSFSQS
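Agonist-mode FDSS calcium read (Ex 480/Em 530, 1 s cycles) in 1536-well TRHR cells with fluo-8 dye, after 10-cycle baseline and 23 nL compound addition; TRH at EC20 (10 nM final) added afterwards for the enhancer phase.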
PI4K2A inh: qHTS for small molecular inhibitors of PI4K2A | purified PI4K2A, ADP-Glo luminescence, 1 h; hits give low values | AID 1346378, 2018 | activity change, negative = inhibition, % at 76.9 µM | 420,000 compounds, 0.13% hits; in the data active means activity change below about -50%; inconclusive means mostly about -30% to -49%;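 further: -100% = wells without enzyme as full effect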
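PI4K2A activity was measured by ADP-Glo luminescence: enzyme (4 ug/mL stock) and phosphatidylinositol (1.2 mM stock) in Tris pH 7.5/MgCl2/EGTA/Triton X-100 buffer were reacted with ATP (300 microM stock) for one hour at ambient temperature.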
IDH1 R132H inh: qHTS for Inhibitors of mutant isocitrate dehydrogenase 1 (IDH1): qHTS; IDH1-R132H enzyme, NADPH consumption, diaphorase/resazurin fluorescence; Potency, µM (series often up to 76.6 µM), without a hit: at the highest dose activity change, negative = inhibition, hits mostly inhibitors; 390,000 compounds, 0.093% hits; AID 602179, 2012; further: potency means the concentration at half of the fitted maximal effect; on the % scale 0 is the no-effect control and ±100 the full control effect; nearly all actives have a fitted effect of over 65% in size
Target sequence (O75874 whole entry R132H, stated change not applied): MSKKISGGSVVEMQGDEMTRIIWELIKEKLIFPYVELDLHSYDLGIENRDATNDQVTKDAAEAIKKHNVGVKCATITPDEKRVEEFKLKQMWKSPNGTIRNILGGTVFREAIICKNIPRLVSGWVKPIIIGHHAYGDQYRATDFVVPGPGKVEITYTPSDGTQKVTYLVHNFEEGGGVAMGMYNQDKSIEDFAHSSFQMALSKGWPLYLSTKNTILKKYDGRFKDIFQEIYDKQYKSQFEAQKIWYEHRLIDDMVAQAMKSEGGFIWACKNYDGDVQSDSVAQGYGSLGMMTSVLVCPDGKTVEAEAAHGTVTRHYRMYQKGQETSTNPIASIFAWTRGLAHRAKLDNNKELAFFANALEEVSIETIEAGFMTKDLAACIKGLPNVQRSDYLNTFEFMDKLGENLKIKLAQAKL
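IDH1-R132H (0.5 ug/mL dispensed) in pH 7.5 Tris buffer was preincubated 30 min with compound, then given a substrate mix of 0.016 mM NADPH and 2 mM alpha-KG for 80 min at room temperature; remaining NADPH was read by diaphorase/resazurin fluorescence.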
D2 ag: HTS Assay for Allosteric Agonists of the Human D2 Dopamine Receptor: Primary Screen for Agonists | activation, % at 2 µM | HEK293 T-REx D2 cells, calcium flux agonist mode | AID 485358, 2010 | 340,000 compounds, 0.53% hits;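 active means activation over 3 SD above normal in the single-dose calcium agonist read, cut at about 30% in these data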; further: 0% is about no effect
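Agonism is scored from calcium flux in a force-coupled, inducible HEK293 cell line expressing D2, read kinetically for 180 s after compound addition against dopamine controls.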
D2 antagonist: HTS Assay for Allosteric Antagonists of the Human D2 Dopamine Receptor: Primary Screen for Antagonists; 340,000 compounds, 2% hits; HEK293 TREx D2 cells, calcium flux, dopamine EC80; inhibition, % at 10 µM; D(2) dopamine receptor (Homo sapiens), P14416; AID 485344, 2010; in the data active means inhibition above about 30%; further: 0% is about no effect
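Inhibition of EC80 dopamine-driven calcium flux, recorded kinetically, defines activity here; cells are a tetracycline-induced HEK293 T-REx line expressing force-coupled D2.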
USP1-UAF1 inh: Inhibitors of USP1/UAF1: Primary Screen; 390,000 compounds, 0.23% hits; recombinant USP1/UAF1, Ub-Rhodamine cleavage fluorescence; Ubiquitin carboxyl-terminal hydrolase 1 (Homo sapiens), O94782; Potency, µM (series often up to 57.1 µM), without a hit: top-dose activity change, negative = inhibition, hits mostly inhibitors; further: potency means the concentration at half of the fitted maximal effect; on the % scale 0 is the no-effect control and ±100 the full control effect; nearly all actives have a fitted effect of over 60% in size; inactives centre near -12
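Step one: compound is pinned into 1nM USP1/UAF1 in HEPES pH 7.8 buffer with TCEP. Step two: 15 min room-temperature incubation. Step three: Ub-Rho (150nM final) starts cleavage, tracked by fluorescence over six one-minute reads.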
TrxR1 inh: qHTS Assay for Inhibitors of Mammalian Selenoprotein Thioredoxin Reductase 1 (TrxR1): qHTS. Thioredoxin reductase 1, cytoplasmic (Rattus norvegicus), O89049. recombinant rTrxR1, NADPH fluorescence consumption, selenite substrate. Potency, µM (titrated, usually from 114 µM), for the others: at the top dose activity change, negative = inhibition, actives largely listed as inhibitors. 390,000 compounds, 1% hits. AID 588453, 2011; further: potency means the concentration at half of the fitted maximal effect; on the % scale 0 is the no-effect control and ±100 the full control effect; nearly all actives have a fitted effect of over 65% in size
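Rat TrxR1 (90 nM in the dispensed reagent) was pre-reduced with 400 uM NADPH for 5 min at room temperature, then incubated with compound for 15 min. After 400 uM selenite was added, NADPH fluorescence (Ex 340/Em 450 nm) was followed for 8 min.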
TRHR PAM: qHTS for Small Molecule Agonists and Allosteric Enhancers of Human TRH Receptor: Primary Screen for Enhancers; 360,000 compounds, 0.66% hits; TRHR cells, fluo-8 calcium fluorescence, EC20 TRH enhancement; enhancement, % at 2 µM; AID 493056, 2011; Thyrotropin-releasing hormone receptor (Homo sapiens), P34981; in the data active means enhancement above about 30%; further: 0% is about no effect
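Enhancer read-out: after compound pinning and an initial kinetic agonist-mode read, an EC20 of TRH (10 nM final) was injected and fluo-8 calcium signal (Ex 480/Em 530) followed at 1 s/cycle for 100 cycles in TRHR-expressing cells.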
* = called active by the depositor; ? = inconclusive; . = not tested or not shown; [ ] = another dose, or the depositor's remark. Unless noted, the call rests on the fitted dose curve; in most records, active means well fitted inhibition curve with a large enough effect; inconclusive means small, poorly fitted or top-dose-only effect; inactive means no such curve, though single readings can be large or run the other way.

Each structure is followed by: TrxR1 substrate, TRHR ag, PI4K2A inh, IDH1 R132H inh, D2 ag, D2 antagonist, USP1-UAF1 inh, TrxR1 inh, TRHR PAM
CCC1(c2ccccc2)NC(=O)N(CC(=O)Nc2ccc(Cl)c(S(=O)(=O)N3CCCCC3)c2)C1=O (centres undefined)
→ -4%, 0.6, 0, 2%, 1.2, 4, -19%, 4%, 1
CCc1ccc(OCC(=O)N(Cc2ccc(C)cc2)Cc2ccco2)cc1
→ -4%, 5.1, 3, -7%, 17, ., -36%, -10%, 9
CCS(=O)(=O)c1ccc(-c2cccc(NC(=O)c3ccc(Br)o3)c2)nn1
→ 1%, -0.6, 2, 4%, -0.5, 21, -15%, -12%, -12
CC[C@]12c3[nH]c4ccc(OC)cc4c3CCN1C(=O)C(CC(=O)NCCCOC)C[C@@H]2C(=O)N1CCN(C(=O)C2CC2)CC1 (some centres undefined)
→ 8%, ., -7, 9%, ., ., -20%, ?, .
COc1ccccc1C(=O)NCCn1cc(SCC(=O)NCC2CCCO2)c2ccccc21 (centres undefined)
→ -3%, -0.3, 0, ?, -0.7, -10, 5%, 4%, -3
COc1ccc(N2CC(NC(=O)C3CCCC3)CC2=O)cc1 (centres undefined)
→ -1%[57.1 µM], -0.7, 3, -6%, -2.2, ., 12%, 5%[57.1 µM], 10
O=C1C2CC=CCC2C(=O)N1c1ccc(NCCc2ccc(O)cc2)c([N+](=O)[O-])c1 (centres undefined)
→ 3%[57.1 µM], 3.0, 0, 12%, 4.9, 17, -13%, 5%[57.1 µM], -5
O=c1oc2cc([N+](=O)[O-])ccc2nc1/C=C(O)/C=C/c1ccccc1
→ ., -1.4, ., ., -0.3, -11, ., ., 3
Cc1cc([N+](=O)[O-])nn1CC(=O)N1CCc2ccccc2C1
→ 11%[57.1 µM], 0.2, -1, 2%, -0.6, -8, -2%, 25%[57.1 µM], 2
COc1ccc(C(=S)N2CCOCC2)cc1OC(=O)c1cc([N+](=O)[O-])c(C)c([N+](=O)[O-])c1
→ -4%, 1.8, 58, 3%, 0.5, 11, -2%, -128%[0.457 µM], 16
CCOc1ccc(CCNC(=O)c2ccc(C)c(S(=O)(=O)N3CCOCC3)c2)cc1OCC
→ -8%, ., 0, 6%, ., ., 6%, -6%, .
CC(=O)Nc1ccc(Oc2ccc(NC(C)=O)c(NC(C)=O)c2)cc1
→ 5%, 0.4, 4, 0%, 1.3, 3, -18%, 25%, 11
COc1ccccc1NS(=O)(=O)c1ccc(NC(=O)c2nc3ncccn3n2)cc1
→ -7%, 0.3, 1, 0%, -0.7, -3, -22%, -10%, 1
CCN1CCCC(OC(=O)c2cc(-c3ccccc3Cl)nc3ccccc23)C1 (centres undefined)
→ -1%, 0.6, -17, -2%, 1.3, 9, -22%, 15%, -6
COc1ccc(CC(=O)NCC(=O)N/N=C/c2cc(Br)ccc2OC)cc1
→ 4%, -0.2, 3, 24%, -0.9, 1, -26%, 19%, -1
C/C=C/C=C/C(=O)O
→ 7%, 0.4, -2, 0%, 0.0, 4, -20%, 7%, 6
O=C(COC(=O)c1cnccn1)c1ccc([N+](=O)[O-])cc1
→ -6%, -0.1, 28, -3%, -0.1, -2, -14%, -7%, -1
COc1cccc(/C=N/n2c(CO)nc3ccccc32)c1OC
→ -6%[57.1 µM], -0.5, -1, 2%, -1.3, 0, -5%, 1%[57.1 µM], 0
COc1ccc(CNC(=O)c2cc(-c3cc(C)ccc3O)n[nH]2)cc1
→ 4%, 0.4, 1, 0%, -0.5, -8, -14%, 14%, 2
Nc1ncnc2c1ncn2[C@@H]1O[C@H](COS(=O)(=O)O)[C@@H](O)[C@H]1O
→ 6%, -0.2, -10, -6%, -0.8, -6, -25%, 19%, -6
O=C(COC(=O)/C=C/c1ccc(F)cc1)NCc1cccs1
→ -2%, -0.5, -5, 13%, 0.2, -17, -8%, 11%, -4
Cn1nc(C(=O)OCC(=O)Nc2ccccc2OC(F)F)c2ccccc2c1=O
→ -3%, ., 2, -2%, ., ., -13%, 13%, .
Cc1cccc(CSc2nnc3c(n2)[nH]c2ccccc23)c1
→ 9%, 0.5, 4, -3%, 0.1, -22, -23%, 29%, -1
Cc1cccc(N(CC(=O)NC(C)c2ccccc2)S(=O)(=O)c2ccccc2)c1C (centres undefined)
→ -13%, 0.6, 0, 3%, 0.9, ., -8%, -14%, -11
Cc1nc(NC2CCCC2)sc1C(=O)N(C)C
→ 11%[57.1 µM], 0.3, 3, 6%, 0.0, -8, -3%, 17%[57.1 µM], 1
Cc1ccc(S(=O)(=O)NCCC(=O)Nc2cccc(S(=O)(=O)N3CCCC3)c2)cc1C
→ 1%, ., 8, 1%, ., ., -3%, 1%, .
Cn1c(=O)c(C#N)c(-c2ccccc2)n2cnnc12
→ -5%, -0.1, 0, -2%, 0.7, -3, 10%, 15%, 2
Cc1nc2ccccc2c2oc(C(=O)NCCCN3CCCC(C)C3)cc12 (centres undefined)
→ 1%, 1.3, 8, 3%, 0.9, 13, -5%, -4%, 4
O=C(CSc1ccccc1)NNC(=O)c1ccncc1
→ -5%[57.1 µM], -0.1, -1, -1%, 1.0, 57*, -5%, 21%, 32*
COC(=O)CSc1nn(-c2ccc(F)cc2)c(=S)s1
→ -11%, -0.6, 4, 4%, ., 18, -15%, 21%[57.1 µM], 0
COc1ccc(/C(C)=N/NC(=O)CNC(=O)c2ccco2)c(OC)c1
→ -2%, 0.5, -4, -8%, -0.1, -5, -29%, 10%, 6
CCCN(CCC)CCNC(=S)Nc1ccc2nc3n(c(=O)c2c1)CCCCC3
→ 6%[57.1 µM], 0.1, 7, 0%, 0.3, -2, -7%, 15%[57.1 µM], 3
O=C(NCc1ccc2c(c1)OCO2)C12CN(Cc3ccccc3)CC1C(c1cccc([N+](=O)[O-])c1)=NO2 (centres undefined)
→ -7%[57.1 µM], -0.4, -4, 9%, -1.2, -16, -30%, 11%[57.1 µM], -3
Cc1ccc(NC(=O)CSc2nc3c(c(=O)n(C)c(=O)n3C)n2C)cc1
→ 2%, -0.3, 1, 31%[activator], ., ., -10%, 10%, 0
CN1CCN(S(=O)(=O)c2cccc(S(=O)(=O)c3cccc(S(=O)(=O)N4CCN(C)CC4)c3)c2)CC1
→ -4%, 1.2, 1, 1%, 0.9, 5, -23%, 5%, 12
COC(=O)[C@H](Cc1ccc(O)cc1)NC(=O)Cn1cnc(C(=O)Nc2ccc(C)c(C)c2)n1
→ -1%, ., 2, -8%, ., ., -24%, 14%, .
O=C(CN1CCCC1)Nc1sc2c(c1C(=O)Nc1ccccc1)CCCC2
→ 2%, -0.5, 1, 9%, 0.4, 14, -15%, 17%, -4
CNc1nc(Cl)nc(NC(C)(C)C)n1
→ -4%, ., -16, 10%, ., ., -22%, 7%, .
Cc1ccc(S(=O)(=O)N2CCCCC2)cc1C(=O)NCCN1CCOCC1
→ 5%, 0.4, 0, -10%, -0.2, 5, -21%, 17%, -9
CCc1nc2n[nH]c(N)c2c2c1CCCC2
→ -18%, -0.1, 3, 2%, -0.1, 16, 2%, 11%[57.1 µM], 5

A different layout for some results above:
Molecule,TrxR1 substrate,TRHR ag,PI4K2A inh,IDH1 R132H inh,D2 ag,D2 antagonist,USP1-UAF1 inh,TrxR1 inh,TRHR PAM
COc1ccccc1C(=O)NCCn1cc(SCC(=O)NCC2CCCO2)c2ccccc21 (centres undefined),-3%,-0.3,0,?,-0.7,-10,5%,4%,-3
COc1ccc(N2CC(NC(=O)C3CCCC3)CC2=O)cc1 (centres undefined),-1%[57.1 µM],-0.7,3,-6%,-2.2,.,12%,5%[57.1 µM],10

More structures
Each structure is followed by: TrxR1 substrate, TRHR ag, PI4K2A inh, IDH1 R132H inh, D2 ag, D2 antagonist, USP1-UAF1 inh, TrxR1 inh, TRHR PAM
Cc1ccc(CNS(=O)(=O)c2c(C)[nH]c(C)c2C(=O)N2CCCCC2)cc1
→ 5%, -0.2, -2, -11%, -0.5, -10, -27%, 23%, -2
Cn1c(=O)c2c(nc3n2CC(O)CN3c2ccccc2)n(C)c1=O (centres undefined)
→ 7%[57.1 µM], ., 1, 12%, ., ., -7%, 6%[57.1 µM], .
O=C(O)CC(C(=O)O)N1C(=O)/C(=C/c2ccc(-c3nc4ccccc4s3)o2)SC1=S (centres undefined)
→ -30%, 3.9, ?, 0%, 2.6, 21, 28µM*, ?, 7
COc1ccc(CC(=O)N2CCC3(CC2)NCCc2[nH]cnc23)cc1
→ 7%, 0.5, -4, -5%, -0.1, -31, -18%, 11%, -3
CCCn1c2ccccc2c2cnn(CC(=O)N(C)c3ccc(F)cc3)c(=O)c21
→ 7%, -1.2, -2, -1%, -2.7, ., 8%, 0%, 1
Cc1ccc(-c2nsc3c(N4CCC(C(N)=O)CC4)ncnc23)cc1
→ 9%[57.1 µM], 1.8, 4, 6%, 0.3, -19, -4%, 9%[57.1 µM], 2
Cc1cc2oc(C(=O)Nc3ccc(S(=O)(=O)N(C)Cc4ccccc4)cc3)cc(=O)c2cc1C
→ 10%, 0.1, -1, 7%, 1.0, ., 0%, 28%, 31*
CCOc1ccc(CCNC(=O)c2[nH]c(C)c(C(C)=O)c2C)cc1OCC
→ -9%, -1.1, 0, 4%, -0.3, 5, -9%, -2%, 0
O=C(COC(=O)/C=C/c1cccc(Cl)c1)Nc1c(F)cccc1F
→ 2%, ., 1, 2%, ., ., -12%, -3%, .
